# Source: PubChem (several laboratories)
# RPL19A TOR yeast = modulators of TOR pathway RPL19A-GFP in S. cerevisiae; S. cerevisiae RPL19A-GFP strain, flow cytometry, 3 h; stronger effect = lower value; percent response vs DMSO, % at 10 µM; 0.3% of 330,000 active;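 active = percent response vs DMSO below 50%; inconclusive = fewer than 70 events counted for the yeast strain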;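 note: median channel GFP fluorescence of the barcoded RPL19A-GFP strain; ratio of sample median GFP to plate DMSO average so 100% = DMSO; lower means less RPL19A-GFP as with rapamycin TOR inhibition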
# LAP4 TOR yeast = alters LAP4-GFP fluorescence in TOR pathway yeast screen; 0.34% of 320,000 active; S. cerevisiae LAP4-GFP multiplex, flow cytometry GFP, 3 h; median GFP as percent of DMSO wells; GFP response vs DMSO, % at 10 µM;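 active = GFP response vs DMSO above a set limit, about the screen mean plus 3 SD, cut at about 150% in these data; inconclusive = under 70 cell events counted for the yeast strain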
# GASC-1 inh = inhibitors of human GASC-1 (JMJD2C) demethylase | AID 2099 | inhibition, % at 2.35 µM | 0.069% of 330,000 active | GST-JMJD2C(1-420) H3K9me3 demethylation, DELFIA europium;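 active = more than half of a compound's replicate wells show inhibition beyond 50%, single wells judged on their own value; inconclusive = some, but no more than half, of replicates pass 50% inhibition; inactive = no replicate passes 50% inhibition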;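 note: signal counts dimethyl H3K9 product captured on neutravidin plate; 0% = median of DMSO wells and 100% = 0.3 times that DMSO median; strong numbers were not always called active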
# procasp7 counter = activates human procaspase-7, counter-screen for procaspase-3 activators; P55210; recombinant procaspase-7, Ac-DEVD-pNA absorbance 405 nm; D23A/D198A/D206A triple mutant, cannot self-cleave; scale: DMSO 0, 5 µM enzyme 100; activation, % at 8.5 µM; 0.093% of 330,000 active;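 active = percent activation above the screen-wide mean plus 3 SD, cut at about 25% in these data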
#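 Material: Procaspase-7 triple mutant (PC-7 D3A) | Quantity: 2 µM procaspase-7 mutant as dispensed | Reagent: DEVD-pNA substrate | Times: 1 h preincubation, 2 h reaction | Technique: 405 nm absorbance of p-nitroaniline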
# MEP2 TOR yeast = modulators of TOR pathway MEP2-GFP in S. cerevisiae; 0.51% of 330,000 active; GFP response vs DMSO, % at 10 µM; S. cerevisiae MEP2-GFP strain, flow cytometry GFP, 3 h; 100% = DMSO control level;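 active = GFP response versus DMSO above a set limit, roughly screen mean plus 3 SD, cut at about 180% in these data; inconclusive = fewer than 70 cells counted for a yeast strain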;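 note: median GFP fluorescence of the barcode-gated MEP2-GFP cells per well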
# AHR activator = human AHR activation. activation, % at 5 µM. 2.5% of 320,000 active. P35869. AID 2796. AHR-responsive luciferase reporter cells, luminescence; in the data active = activation above about 47%;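 note: 0% = vehicle wells and 100% = reference agonist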
# Target sequence (P35869 whole entry, looked up): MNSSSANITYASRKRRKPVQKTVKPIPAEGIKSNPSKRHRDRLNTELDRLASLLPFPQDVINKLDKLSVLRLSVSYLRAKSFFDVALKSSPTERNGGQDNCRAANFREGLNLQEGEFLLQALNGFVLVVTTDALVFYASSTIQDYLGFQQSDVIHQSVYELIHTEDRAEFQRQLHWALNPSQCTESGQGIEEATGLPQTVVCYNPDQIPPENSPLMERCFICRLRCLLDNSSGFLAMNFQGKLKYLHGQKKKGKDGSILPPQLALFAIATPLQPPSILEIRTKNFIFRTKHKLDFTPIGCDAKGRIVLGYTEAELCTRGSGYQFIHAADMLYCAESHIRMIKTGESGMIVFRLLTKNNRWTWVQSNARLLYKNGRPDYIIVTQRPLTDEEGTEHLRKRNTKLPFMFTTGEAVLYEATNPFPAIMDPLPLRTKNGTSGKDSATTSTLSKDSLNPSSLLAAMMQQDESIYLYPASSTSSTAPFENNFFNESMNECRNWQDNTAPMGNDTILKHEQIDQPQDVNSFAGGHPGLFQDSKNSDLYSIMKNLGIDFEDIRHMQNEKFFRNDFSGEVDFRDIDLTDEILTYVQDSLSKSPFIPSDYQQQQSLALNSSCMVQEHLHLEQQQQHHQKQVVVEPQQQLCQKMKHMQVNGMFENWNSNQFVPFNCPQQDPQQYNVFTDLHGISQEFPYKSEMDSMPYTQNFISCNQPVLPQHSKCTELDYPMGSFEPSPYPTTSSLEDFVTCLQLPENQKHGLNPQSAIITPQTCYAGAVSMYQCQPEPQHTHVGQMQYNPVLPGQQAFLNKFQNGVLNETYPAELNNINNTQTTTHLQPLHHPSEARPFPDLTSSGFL
# Yeast superoxide = caloric restriction mimetics inhibiting age-related superoxide in yeast. S. cerevisiae aged cells, superoxide DHE fluorescence; stronger effect = lower value. superoxide response (% of plate mean), % at 10 µM. 0.18% of 330,000 active. AID 2690;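 active = superoxide response under a set limit, about three screen SD below normal, cut at about 65% in these data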;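 note: yeast aged for seven days with compound at 30 °C before DHE staining; 100% = average MFI of all compound-treated wells on the plate with controls excluded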
# proCasp3 act = activates human procaspase-3; AID 463141; 0.11% of 330,000 active; recombinant procaspase-3 D3A, Ac-DEVD-pNA absorbance 405 nm; P42574; activation, % at 8.5 µM;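 active = activation above the mean of all tested compounds plus 3 SD, cut at about 21% in these data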;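 note: 0% = DMSO alone and 100% = DMSO wells spiked with extra 5 µM PC-3 D3A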
# Target sequence (P42574 whole entry D9A/D28A/D175A): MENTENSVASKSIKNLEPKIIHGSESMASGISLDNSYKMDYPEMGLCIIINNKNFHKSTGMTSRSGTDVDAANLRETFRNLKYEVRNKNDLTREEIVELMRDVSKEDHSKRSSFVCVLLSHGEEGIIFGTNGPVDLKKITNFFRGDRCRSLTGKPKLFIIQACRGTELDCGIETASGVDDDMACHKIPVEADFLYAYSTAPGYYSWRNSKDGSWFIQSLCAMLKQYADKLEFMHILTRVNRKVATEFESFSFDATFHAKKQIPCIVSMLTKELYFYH
#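 Test system: Procaspase-3 D3A mutant, all three cleavage aspartates alanine | Dosing: Single dose, 8.5 µM nominal compound, 0.8% DMSO | Schedule: 1 h preincubation, 2 h reaction | Technique: 405 nm absorbance of p-nitroaniline, reads at 0 and 120 min | Repeats: One well per compound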
# An asterisk follows results filed as active; ? = inconclusive; nt = no result given; & = joins results of further samples; [ ] = remark or other dose.
structure,MEP2 TOR yeast,GASC-1 inh,Yeast superoxide,RPL19A TOR yeast,procasp7 counter,LAP4 TOR yeast,AHR activator,proCasp3 act
COc1ccc(N2CCN(c3nc4c(c(=O)n(C)c(=O)n4C)n3Cc3ccccc3)CC2)cc1,109,-6,110,97,0,103,5,5
CN(C)c1cc(-c2ccc(Cl)c(Cl)c2)oc(=O)c1Cl,96,3,93,98,3,106,8,1
Cc1cc(C)n(CCC(=O)N/N=C/c2ccc(Cl)c([N+](=O)[O-])c2)n1,104,-7,96,92,-1,102,0,-2
Cc1ccc(C(=O)Nc2ccc(N3CCN(S(C)(=O)=O)CC3)cc2)cc1C,104,-2,115,99,-1,102,-1,-4
CC(C)N(C(=O)COC(=O)c1ccc(Cl)s1)c1ccccc1,91,-15,136,92,3,83,-1,-3
COc1ccc(CNc2ccccc2)cc1Br,98,2,96,97,3,117,-1,-2
O=C(Nc1ccccn1)C1CCN(S(=O)(=O)c2cccs2)CC1,106,-3,84,96,12,96,-2,5
O=C(NCc1ccccn1)Nc1cccc(F)c1,94,22,98,105,10,86,9,11
Cc1nnc(SCC(=O)N2CCc3ccccc32)s1,107,-2,125,92,-3,105,1,-4
O=C(Cn1cccc1)Nc1ccc(F)cc1F,97,13,84,91,2,95,4,-2
COc1ccc(Cl)cc1S(=O)(=O)N1CCN(Cc2ccc3c(c2)OCO3)CC1,101,nt,110,100,5,109,1,0
CC(=O)O[C@H]1C[C@@]2(C)[C@@H](C[C@@H](O)[C@H]3[C@@]4(C)CC[C@@H](O)[C@@H](C)[C@@H]4CC[C@@]32C)/C1=C(\CCC=C(C)C)C(=O)O,102&97,13,85&99,100&106,-7&-4,129&109,2&2,8&-8
O=C1N(Cc2ccccc2)c2ccc(Cl)cc2C12OCCO2,106,-14,111,107,-2,101,3,10
COc1ccc(Cc2nc3ccccc3[nH]c2=O)cc1,96,-1,96,93,-3,90,5,6
COc1ccc(NC(=O)CSc2c3c(nc4cc(Cl)ccc24)CCCC3)cc1OC,102,0,97,101,-1,103,2,-5
COc1ccc(C(C#N)c2nc3ccccc3nc2Cl)cc1 (centres undefined),102,-6,96,104,nt,92,nt,nt
COc1ccc(CNC(=O)[C@@H]2CCCN2C(=O)[C@@H]2Cc3ccccc3CN2C(=O)OC(C)(C)C)cc1,?,-32,95,?,5,?,1,12
CCC(Oc1ccccc1)C(=O)Nc1ccc(S(=O)(=O)Nc2ncccn2)cc1 (centres undefined),236*[may fluoresce violet],6,108,103[may fluoresce violet],-7,77[may fluoresce violet],0,-2
CCCc1[nH]nc2c1C(c1ccc(O)cc1OCC)C(C#N)=C(N)O2 (centres undefined),107,13,101,105,1,89,5,2
O=C(Nc1ccc([N+](=O)[O-])cc1)C1CC12CCC2 (centres undefined),91,5,101,93,4,95,5,4

# 2 entries drawn at random from the list so far, as already listed:
structure,MEP2 TOR yeast,GASC-1 inh,Yeast superoxide,RPL19A TOR yeast,procasp7 counter,LAP4 TOR yeast,AHR activator,proCasp3 act
O=C1N(Cc2ccccc2)c2ccc(Cl)cc2C12OCCO2,106,-14,111,107,-2,101,3,10
CC(=O)O[C@H]1C[C@@]2(C)[C@@H](C[C@@H](O)[C@H]3[C@@]4(C)CC[C@@H](O)[C@@H](C)[C@@H]4CC[C@@]32C)/C1=C(\CCC=C(C)C)C(=O)O,102&97,13,85&99,100&106,-7&-4,129&109,2&2,8&-8

# (list continues)
structure,MEP2 TOR yeast,GASC-1 inh,Yeast superoxide,RPL19A TOR yeast,procasp7 counter,LAP4 TOR yeast,AHR activator,proCasp3 act
Cc1ccc(C2C(C=Nc3c(C)n(C)n(-c4ccccc4)c3=O)=C(c3ccccc3)Oc3ccccc32)cc1 (centres undefined),98,14,98,96,-5,103,0,-7
COCCn1c(C)cc(C(=O)COC(=O)C2CC(=O)N(CCc3ccc(OC)c(OC)c3)C2)c1C (centres undefined),106,-2,105,99,0,103,-1,-3
COc1cc(C)ccc1OCCCCNCc1ccccc1,99,2,95,103,-9,90,6,-4
COc1ccccc1CCNS(=O)(=O)CCNC(=O)c1ccccc1,93,21,90,90,8,95,1,2
CCOC(=O)c1cc(CC)sc1/N=C/c1c(O)ccc2ccccc12,95,-4,95,98,-2,87,23,-1
CCCCNC(=O)C1CCC(CNS(=O)(=O)c2ccc(NC(C)=O)cc2)CC1 (centres undefined),97,5,85,101,3,100,5,2
CCCS(=O)(=O)N1CCN(c2ccccn2)CC1,99,8,105,101,3,99,-2,1
C=CCn1c(COc2ccc(Cl)cc2)nnc1SCC(=O)N/N=C/c1ccccc1,92,-17,90,99,16,95,3,2
CCOC(=O)CSc1nc2ccc(NC(C)=O)cc2s1,99,5,93,95,0,99,3,0
CC(=O)c1ccc(NS(=O)(=O)c2ccc3c(c2)N(C(C)=O)CCO3)cc1,106,-4,100,97,1,112,4,1
CC1CC(C)CN(S(=O)(=O)c2ccc(NC(=O)C3CC(=O)N(Cc4ccccc4)C3)cc2)C1 (centres undefined),105,-3,93,105,8,93,1,-6
N#CC1=C(N)N(c2ccc(F)cc2)C(=O)C1,98,-7,116,96,1,94,-2,3
CCOc1ccc(Nc2ccc(C(=O)O)cc2[N+](=O)[O-])cc1,115,12,88,98,-12,161*,0,3
Cc1ccc(S(=O)(=O)N2Cc3ccccc3CC2C(=O)Nc2ccc3c(c2)OCO3)cc1 (centres undefined),92,8,101,94,0,100,13,-2
COCC(C)NC(=O)Cn1c(SCc2ccccc2)nc2ccccc21 (centres undefined),102,8,98,99,-4,96,2,-8
COc1ccc(N2C(=O)NC3CC2(C)Oc2ccc(Cl)cc23)cc1OC (centres undefined),98,-16,99,97,5,98,1,2
Cc1cccc(C)c1NC(=O)COC(=O)Cc1ccsc1,102,-6,81,100,11,92,3,0
O=C(NC1CCCC1)C1CCN(S(=O)(=O)c2cccc3cccnc23)CC1,102,?,91,100,3,97,3,1
O=C(NCc1cccnc1)C1c2ccccc2C(=O)N1C1CCCC1 (centres undefined),93,-9,102,104,-7,100,1,-4
Cc1ccc(C(CCN(Cc2ccccc2)C(=O)c2ccco2)c2ccco2)cc1 (centres undefined),101,10,87,104,-4,95,-2,2
CCOC(=O)C1C2C=CC(CC2)N1c1ccccc1 (centres undefined),88,-2,96,100,-11,128,-1,5
CS(=O)(=O)Nc1ccc(C(=O)Nc2ccc(S(=O)(=O)Nc3nccs3)cc2)cc1,101,3,92,102,-4,91,3,-3
O=C(NCc1ccncc1)Nc1cc(Cl)ccc1Cl,100,1,100,106,9,91,97*,0
CC1CCCN(C(=O)C2CCN(CCCc3ccccc3)CC2)C1 (centres undefined),111,-1,103,103,6,103,0,3
O=[N+]([O-])c1ccc(C2=NN(CCO)C(=Nc3ccc(OC(F)(F)F)cc3)SC2)cc1,105,12,108,103,-3,nt,-1,-10
CCCCNCCOCCOc1ccc(C)cc1Br,104,-9,99,101,-12,99,0,10
Cc1ccc(OCC(=O)NNC(=O)CSc2ncnc3sc(C)c(C)c23)cc1,92,-18,122,93,6,86,0,-1
COc1ccc(CCNC(=O)CN2C(=O)CCSc3ccccc32)c(OC)c1,97,0,113,100,2,92,-1,0
CC(=O)c1ccc(NC(=O)C2CCCN2S(=O)(=O)c2cccc3cccnc23)cc1 (centres undefined),105,11,100,94,-6,96,3,1
C/C(=N\NC(=O)c1ccc(NS(=O)(=O)c2cccs2)cc1)c1ccccn1,109,-5,91,102,8,103,9,8
COc1cccc(-c2nnn(CC(C)=O)n2)c1,95,-1,88,101,1,100,17,6
Cc1ccccc1OCCn1c(=O)sc2ccccc21,97,nt,92,94,1,98,4,0
O=C(NC1CCCCC1)C1CCN(S(=O)(=O)N2CCOCC2)CC1,112,-4,102,105,-5,100,-2,-5
CSc1ccccc1NC(=O)Nc1cccc(Cl)c1C,102,5,115,98,6,100,7,0
CCOC(=O)c1sc2nc(NC(=O)C3CC3)sc2c1C,134,-3,116,103,5,140,19,-6
COc1ccc(NC(=O)c2cnc(C)cn2)cc1-n1cnnn1,98,3,87,100,6,101,6,-2
COc1cccc(N2CCN(C(=O)c3cccc(N4C(=O)NC5CC4(C)Oc4c(OC)cccc45)c3)CC2)c1 (centres undefined),102,6,75,103,-4,106,-1,6
CCOC(=O)C(C(=O)OCC)C1OC(=O)c2cc3c(cc21)C(=O)OC3C(C(=O)OCC)C(=O)OCC (centres undefined),99,-1,94,96,-2,89,-3,2
O=C1c2ccccc2C(=O)C1Cc1cccc2ccccc12,102,-23,128,96,-4,115,61*,-2
O=C(Nc1ccccc1)c1ccc(Nc2c([N+](=O)[O-])cc([N+](=O)[O-])c3ccccc23)cc1,100,-11,124,99,2,93,-4,1
N#CC12COC3(CCCCC3C1(C#N)C#N)OC2=N (centres undefined),182*[may fluoresce violet],-15,99,48*[may fluoresce violet],-4,81[may fluoresce violet],5,-10
Cc1nc(N2CCN(C)CC2)c2c(C)c(C(=O)Nc3ccc(C)c(F)c3)sc2n1,99,-9,90,99,1,99,-7,0
CCOC(=O)N1CCN(S(=O)(=O)c2ccc(C(=O)NNc3nc4c(C)cc(C)cc4s3)cc2)CC1,95,-12,94,99,-26,96,47*,0
COc1ccccc1C(=O)NC(=S)Nc1ccccc1N1CCCC1,106,19,114,99,-15,93,53*,-14
Cc1c(/C=N/NC(=O)c2cccnc2)cc(C#N)n1C,97,1,93,100,7,97,26,8
COC(=O)CCn1nc(-c2ccc(C)cc2)c2ccccc2c1=O,99,14,101,107,12,103,-2,1
O=C(CN1CCOCC1)Nc1ccccc1-c1ccccc1,105,-4,91,95,-1,103,-1,8
CS(=O)(=O)Cc1ccc(C(=O)N2CCN(C(=O)c3cccs3)CC2)cc1,113,-7,88,101,0,102,0,0
O=C(c1ccc(=O)oc1)N1CCN(c2ccc(F)cc2)CC1,106,4,115,101,-8,100,-2,13
COCCN=c1scc(-c2ccc3c(c2)NC(=O)CO3)n1/N=C(\C)c1ccc(O)cc1,95,-4,78,95,-14,93,-2,-5
CCOc1ccc(NC(=O)CCC(=O)N/N=C2\CCCc3ccccc32)cc1,100,10,103,109,nt,65,nt,nt
O=C(Nc1cccc2ccccc12)C12CC3CC(C1)CC(n1cnc([N+](=O)[O-])n1)(C3)C2,101,-10,104,95,9,104,13,-11
CC(Sc1nnc(C(C)N(C)C)n1-c1ccc(Cl)cc1)C(=O)Nc1ccc2c(c1)OCO2 (centres undefined),99,14,99,99,-4,nt,2,3
Cc1onc(-c2ccccc2Cl)c1C(=O)N(Cc1ccccc1)C(C)C,95,1,93,104,10,88,2,5
O=C(NCCS(=O)(=O)N1CCN(Cc2ccccc2)CC1)c1ccc(F)cc1,98,0,97,102,5,127,1,2
c1ccc(C(c2ccccc2)N2CCN(C(c3ccccn3)c3nnnn3C3CCCC3)CC2)cc1 (centres undefined),96,6,92,103,1,105,0,2
COc1ccc(O[C@H]2C=C[C@@H](c3ccccc3)O[C@@H]2CO/N=C(\C)CCN2CCc3nc(-c4ccccc4)c(-c4ccccc4)cc3C2)cc1,98,1,104,99,-4,107,11,3
O=c1[nH]c(SCc2cccc(Cl)c2)nc2ccccc12,102,15,112,109,8,114,32,0

# No enrichment for hits. About 3.8% of those tested had a hit in this group.
